Screening data from PubChem BioAssay.
VLA-4 inh: inhibition in human VLA-4 binding assay, primary screen, VLA-4 allosteric modulator project, MLPCN library, flow cytometry, VLA-4 expressing cells. Integrin alpha-4 (Homo sapiens), P13612. ligand binding flow cytometry. inhibition, % (about 7 µM as worked out from the volumes in the protocol). 330,000 compounds, 0.2% hits; in the data active = inhibition above about 50%
MEX-5 binding: MEX-5 zinc finger RNA-binding disruptors – biochemical, C. elegans, fluorescence polarization, MLPCN library, primary screen; Zinc finger protein mex-5 (Caenorhabditis elegans), Q9XUB2; MEX-5/FITC-TCR2 RNA binding; stronger effect = lower value; activity score (negative = inhibition of binding), % at 10 µM; 300,000 compounds, 0.38% hits; AID 1832, 2009;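 active = inhibition past about -25% in most replicates, and total fluorescence under double the plate's negative control median, limit read from the data; inconclusive = replicates evenly split on the limit, or fluorescence at least double controls; inactive = too little inhibition in most replicates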;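 also: 0% = DMSO and -100% = 5 µM competing unlabeled TCR2 RNA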
Fam108B counter: mouse Fam108B serine hydrolase inhibitors, primary screen, counter-screen for RBBP9 inhibitor project, biochemical, fluorescence polarization; AID 1947, 2009; recombinant Fam108B, FP-Rh probe fluorescence polarization; inhibition, % at 9.51 µM; 300,000 compounds, 0.33% hits;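 active = inhibition above the screen mean inhibition plus 3 SD, computed separately per campaign, cut at about 18% in these data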;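 also: inhibitors lower polarization as less probe binds the enzyme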
MCL1 BIM primary: inhibitors of MCL1 binding to BIM-BH3, primary screen, biochemical, fluorescence polarization. AID 2057, 2009. 320,000 compounds, 0.68% hits. inhibition, % at 10.9 µM. GST-MCL1 / FITC-Bim-BH3 fluorescence polarization. Induced myeloid leukemia cell differentiation protein Mcl-1 (Homo sapiens), Q07820;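 active = inhibition above the mean inhibition of all tested compounds plus 3 SD, set per campaign, cut at about 40% in these data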;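 also: 0% = DMSO wells and 100% = unlabeled Bim-BH3 peptide control; higher means more loss of mP so more displacement of Bim peptide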
GLD-1 TGE inh: GLD-1/TGE RNA complex disruptors, primary screen, biochemical, fluorescence polarization; Female germline-specific tumor suppressor gld-1 (Caenorhabditis elegans), Q17339; purified GLD-1 + fluorescein TGE RNA; inhibition, % at 5.96 µM; 320,000 compounds, 0.44% hits;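 active = percent inhibition above a per-plate cutoff, the plate mean of test compounds plus 3 SD, cut at about 30% in these data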;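 also: 0% = DMSO wells with GLD-1 and probe and 100% = wells lacking GLD-1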
BCLXL inh: inhibitors of human Bcl-xL, primary screen, biochemical, fluorescence polarization, HTS; GST-Bcl-xL / FITC-Bim BH3 peptide fluorescence polarization; inhibition, % at 10.9 µM; 320,000 compounds, 0.7% hits;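 active = inhibition above the mean of all tested compounds plus 3 SD, cutoff set per campaign, cut at about 30% in these data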;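 also: 0% = DMSO wells and 100% = unlabeled Bim-BH3 peptide competitor; inhibitors lower millipolarization by displacing the labeled peptide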
Target sequence (Q07817 whole entry, looked up): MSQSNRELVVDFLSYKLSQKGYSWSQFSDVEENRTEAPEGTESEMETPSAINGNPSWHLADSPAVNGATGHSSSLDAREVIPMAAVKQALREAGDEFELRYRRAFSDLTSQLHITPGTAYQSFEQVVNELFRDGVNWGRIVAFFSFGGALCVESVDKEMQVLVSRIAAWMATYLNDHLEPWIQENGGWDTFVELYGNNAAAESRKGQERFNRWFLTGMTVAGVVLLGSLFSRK
GRK2 aptamer HTS: compounds blocking aptamer binding on GRK2 – biochemical, human GRK2, bead flow cytometry, HTS, primary screen. FAM-aptamer displacement from GRK2. inhibition of aptamer binding, % at 10 µM. AID 488847, 2010. 330,000 compounds, 0.59% hits. Beta-adrenergic receptor kinase 1 (Homo sapiens), P25098;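 active = inhibition of aptamer binding above 40%, roughly 3 SD of noise, on plates passing a quality check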;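 also: median bead fluorescence of bound FAM aptamer so fluorescent compounds give negative values; no value below 0 was filed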
Target sequence (P25098 whole entry, looked up): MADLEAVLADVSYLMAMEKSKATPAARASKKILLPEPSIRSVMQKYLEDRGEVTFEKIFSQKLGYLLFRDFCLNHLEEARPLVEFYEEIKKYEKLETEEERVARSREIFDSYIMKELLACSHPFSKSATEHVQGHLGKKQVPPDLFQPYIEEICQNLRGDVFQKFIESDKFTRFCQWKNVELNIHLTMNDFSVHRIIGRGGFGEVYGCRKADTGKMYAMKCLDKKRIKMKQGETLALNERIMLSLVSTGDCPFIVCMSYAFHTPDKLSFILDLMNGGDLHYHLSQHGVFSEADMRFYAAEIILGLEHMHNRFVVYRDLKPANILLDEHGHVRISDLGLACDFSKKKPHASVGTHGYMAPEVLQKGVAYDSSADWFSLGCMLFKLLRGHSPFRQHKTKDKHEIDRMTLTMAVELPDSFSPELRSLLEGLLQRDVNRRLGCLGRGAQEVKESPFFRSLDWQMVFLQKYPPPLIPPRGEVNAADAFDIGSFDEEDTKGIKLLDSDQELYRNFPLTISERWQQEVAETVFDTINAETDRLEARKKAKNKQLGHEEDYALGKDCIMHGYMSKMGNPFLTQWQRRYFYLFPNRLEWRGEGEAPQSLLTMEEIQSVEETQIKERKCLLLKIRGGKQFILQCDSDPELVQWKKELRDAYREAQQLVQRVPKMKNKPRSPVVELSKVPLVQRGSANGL
AGP1 TOR yeast: modulators of AGP1-GFP expression in yeast TOR pathway, primary screen, cell-based, multiplex flow cytometry, S. cerevisiae, MLPCN library; 3 h; GFP as percent of DMSO wells; 320,000 compounds, 0.02% hits; GFP response vs DMSO, % at 10 µM; AID 2066, 2009;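 active = GFP response relative to DMSO above a set limit, near screen average plus 3 SD, cut at about 150% in these data; inconclusive = fewer than 70 cells counted for the yeast strain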;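 also: median GFP channel fluorescence of the gated AGP1 strain per well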
CIT2-GFP yeast: modulators of CIT2-GFP expression in yeast, primary screen, S. cerevisiae, GFP fusion, multiplex flow cytometry, MLPCN library; S. cerevisiae CIT2-GFP strain, 3 h; 100 means same as DMSO wells; GFP response vs DMSO, % at 10 µM; AID 2029, 2009; 320,000 compounds, 0.065% hits;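 active = GFP response relative to DMSO above a set limit, near the screen mean plus 3 SD, cut at about 150% in these data; inconclusive = Fewer than 70 cells measured for a yeast strain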;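 also: ratio of well median GFP fluorescence to mean of DMSO wells on the plate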
Numbers without * were called inactive; ? = inconclusive; . = not tested or not shown.

Sample of the layout, two compounds:
SMILES	VLA-4 inh	MEX-5 binding	Fam108B counter	MCL1 BIM primary	GLD-1 TGE inh	BCLXL inh	GRK2 aptamer HTS	AGP1 TOR yeast	CIT2-GFP yeast
CNC(=O)COC(=O)COc1ccc2c(C)cc(=O)oc2c1	3	-1.5	-1	3	-2	2	4	99	101
CCn1c(SCC(=O)Nc2nnc(C)s2)nnc1C(C)NC(=O)c1ccccc1F (centres undefined)	0	3.4	1	0	-6	6	2	?	?

All compounds of this part, repeating the preview:
SMILES	VLA-4 inh	MEX-5 binding	Fam108B counter	MCL1 BIM primary	GLD-1 TGE inh	BCLXL inh	GRK2 aptamer HTS	AGP1 TOR yeast	CIT2-GFP yeast
CNC(=O)COC(=O)COc1ccc2c(C)cc(=O)oc2c1	3	-1.5	-1	3	-2	2	4	99	101
CCn1c(SCC(=O)Nc2nnc(C)s2)nnc1C(C)NC(=O)c1ccccc1F (centres undefined)	0	3.4	1	0	-6	6	2	?	?
COc1ccc(S(=O)(=O)NC(Cc2cnc[nH]2)C(=O)O)cc1 (centres undefined)	38	-0.5	6	11	0	4	0	101	99
COc1ccc(S(=O)(=O)Nc2cc(C(=O)NCCCN3CCOCC3)ccc2N2CCOCC2)cc1	2	-3.3	-2	8	6	6	0	101	101
CC(=O)N1CCC(CCCC2CCN(C(C)=O)CC2)CC1	0	0.1	-2	3	2	1	0	111	109
Cc1ccc(Cn2c(=N)c(C(=O)NC3CCCCC3)cc3c(=O)n4ccccc4nc32)cc1	-1	?	-1	-4	-7	-2	4	24	86
CC1=CC(C)C2(CO)COC(c3ccc(O)cc3)C1C2C (centres undefined)	-1	-0.7	-1	-2	12	8	0	109	104
Cc1ccc(C)c(C(=O)NCCN(C)C)c1	3	1.3	0	-3	3	-3	0	98	99
CC(=O)Nc1cccc(OCC(=O)NC(C)C(C)C)c1 (centres undefined)	-11	0.7	-3	4	5	6	2	107	103
N#CCCN(C(=O)COC(=O)c1n[nH]c2ccccc12)c1ccccc1	16	.	.	.	2	.	0	103	102
COc1cc(/C=N/NC(=O)C(NC(=O)c2ccccc2)c2n[nH]c(=O)c3ccccc23)ccc1OCC(N)=O (centres undefined)	4	-0.9	-1	6	-1	1	2	99	98
CC1(c2ccc(OC(F)F)cc2)NC(=O)N(CC(=O)Nc2ccc(S(N)(=O)=O)cc2)C1=O (centres undefined)	-1	0.4	-1	-4	2	8	2	99	93
CC1CCN(S(=O)(=O)c2ccc3[nH]c(=O)ccc3c2)CC1	46	0.9	1	0	5	-3	0	104	99
CCN1C(=O)[C@H]2[C@H]3[C@H](O)[C@H](O)C/C(=N\O[C@H](C)c4cn([C@H](CO)Cc5ccccc5)nn4)[C@@H]3CC[C@H]2C1=O	0	1.7	1	-3	1	0	4	91	123
Cc1cc(C(=O)NCCCC(=O)O)c(C)o1	12	-1.7	0	-1	2	2	2	98	99
c1ccc(-c2ccccc2-c2nc(-c3ccncc3)no2)cc1	3	2.1	-1	10	-3	3	0	88	88
COc1ccc(CNC(C)CCc2ccccc2)cc1 (centres undefined)	1	-2.6	-2	2	2	-2	0	106	111
Cn1c(=O)[nH]c(=O)c2c1nc(N1CCN(CCO)CC1)n2Cc1ccccc1Cl	-2	-2.3	.	.	.	.	1	101	103
COc1ccc(NC(=O)CN2C(=O)COc3ccc(S(=O)(=O)N4CCOCC4)cc32)cc1Cl	-6	-4.0	-3	3	5	2	0	101	103
CCOc1ccc(N2C(=O)C3C(c4ccccc4F)NN(C(=O)c4ccc(C)cc4)C3C2=O)cc1 (centres undefined)	-3	1.6	0	4	4	5	0	106	108

Reformatted as labelled records: entries from further up.
Structure: Cn1c(=O)[nH]c(=O)c2c1nc(N1CCN(CCO)CC1)n2Cc1ccccc1Cl
  VLA-4 inh: -2	MEX-5 binding: -2.3	Fam108B counter: .	MCL1 BIM primary: .	GLD-1 TGE inh: .	BCLXL inh: .	GRK2 aptamer HTS: 1	AGP1 TOR yeast: 101	CIT2-GFP yeast: 103
Structure: COc1ccc(NC(=O)CN2C(=O)COc3ccc(S(=O)(=O)N4CCOCC4)cc32)cc1Cl
  VLA-4 inh: -6	MEX-5 binding: -4.0	Fam108B counter: -3	MCL1 BIM primary: 3	GLD-1 TGE inh: 5	BCLXL inh: 2	GRK2 aptamer HTS: 0	AGP1 TOR yeast: 101	CIT2-GFP yeast: 103
Structure: CCOc1ccc(N2C(=O)C3C(c4ccccc4F)NN(C(=O)c4ccc(C)cc4)C3C2=O)cc1 (centres undefined)
  VLA-4 inh: -3	MEX-5 binding: 1.6	Fam108B counter: 0	MCL1 BIM primary: 4	GLD-1 TGE inh: 4	BCLXL inh: 5	GRK2 aptamer HTS: 0	AGP1 TOR yeast: 106	CIT2-GFP yeast: 108

Sorted by the number under BCLXL inh (smallest number first): some entries from above
compound | BCLXL inh
CC1CCN(S(=O)(=O)c2ccc3[nH]c(=O)ccc3c2)CC1 | -3
CCN1C(=O)[C@H]2[C@H]3[C@H](O)[C@H](O)C/C(=N\O[C@H](C)c4cn([C@H](CO)Cc5ccccc5)nn4)[C@@H]3CC[C@H]2C1=O | 0
c1ccc(-c2ccccc2-c2nc(-c3ccncc3)no2)cc1 | 3

New compounds follow
SMILES	VLA-4 inh	MEX-5 binding	Fam108B counter	MCL1 BIM primary	GLD-1 TGE inh	BCLXL inh	GRK2 aptamer HTS	AGP1 TOR yeast	CIT2-GFP yeast
CCOC(=O)c1ccc(N2C(=O)C(O)=C(C(C)=O)C2c2ccccn2)cc1 (centres undefined)	0	2.0	0	5	-2	5	0	.	89
C[N+]1(CCn2ccc3ccccc32)CCCCC1	-16	-1.0	0	-18	10	-7	0	98	99
NC(=O)CC(NC(=O)c1cccc(Br)c1)c1ccc(N2CCN(c3ccc(F)cc3)CC2)c([N+](=O)[O-])c1 (centres undefined)	25	0.9	-6	7	2	3	4	91	88
COc1ccc([C@H]2CC(=O)C=C(c3ccc4cc[nH]c4c3)C2)cc1	-15	.	.	4	3	5	0	91	96
CCOC(=O)c1sc(NC(=O)C2CC(=O)N(c3ccc(OCC)cc3)C2)nc1C (centres undefined)	5	2.3	-1	4	0	-3	0	97	106
Cc1cccc(C(=O)NCC(=O)Nc2ccncc2)c1	-9	-1.3	3	1	-8	-1	2	115	103
CC(C)(Cc1ccc(O)cc1)NC(=O)SCc1ccccc1	12	5.4	-1	-1	-6	1	9	116	99
O=c1[nH]c2ccccc2cc1CN(Cc1cccnc1)S(=O)(=O)c1ccc([N+](=O)[O-])cc1	-3	2.5	3	3	6	7	0	106	111
COC/C=C/C1=CC2=CC(=O)C(C)(OC(=O)c3cnc4ccccc4n3)C(=O)C2=CN1C(CO)CO (centres undefined)	31	-1.7	2	13	9	13	1	103	103
CC(=O)c1c(COC(=O)c2ccco2)nc2ccccc2[n+]1[O-]	-6	-0.8	4	5	-2	-2	3	97	103
CC1=C(C(=O)OCc2ccccc2)C(c2ccccc2OC(F)F)NC(=O)N1 (centres undefined)	12	-0.2	4	-2	-1	2	0	97	95
Cc1occc1C(=O)NNC1=CC(=O)CC(C)(C)C1	-9	0.5	-4	5	2	4	0	97	95
Cc1noc(C)c1C(=O)N1CCC(C(=O)c2ccccc2)CC1	27	0.0	-5	0	6	1	0	104	98
COc1ccc(-n2c3nc4ccccc4nc3c3c(=N)oc(C)nc32)cc1	-13	-0.4	6	13	-2	11	86*	102	101
CCOC(=O)c1c(CN2CCC(C)CC2)oc2ccc(OC)cc12	-49	-0.5	1	1	8	0	0	101	99
CCOc1ccc(-c2nnc(N)s2)cc1	10	0.9	-7	1	4	3	1	95	.
CCOC1=NN(c2ncc(C(F)(F)F)cc2Cl)C(=O)/C1=C/N(C)C	5	-2.1	1	1	-3	6	0	106	106
CC(C)(C)c1ccc(-n2ncc3c2CCCC3NC(=O)c2ccncc2)cc1 (centres undefined)	6	-3.1	1	5	3	4	0	91	91
CCCOc1ncnc2c1[nH]c1ccc(C)cc12	5	-0.5	-3	7	1	8	0	100	107
O=C(Cn1c(=O)oc2ccccc21)NC(=O)NCc1ccco1	-6	0.1	3	-3	3	-1	4	96	94
O=C(CSCc1ccc([N+](=O)[O-])cc1)NC1CC1	3	-1.9	-2	6	0	6	1	97	101
O=C1C=C(c2ccc(-c3ccccc3)cc2)C[C@@H](c2ccc(F)cc2)C1	30	.	.	-1	4	-1	0	105	104
Nn1c(SCc2cccc(Br)c2)nnc1-c1cccnc1	2	3.4	-1	-2	-1	-3	0	102	93
O=C(Nc1cccc(O)c1)c1ccc(NC(=O)c2cccs2)cc1	1	-1.9	-7	10	5	2	0	98	102
CCOC(=O)/C=C1\CN(Cc2cc(OC)c(OC)c(OC)c2)S(=O)(=O)c2ccc(C(F)(F)F)cc21	6	1.7	-1	8	1	-1	0	82	71
CC(C)c1nc2sc3c(=O)[nH]cnc3c2c2c1CCC2	19	0.1	-2	-3	-4	3	4	93	103
Cc1cc(=O)n2[nH]c(-c3ccccc3Cl)cc2n1	-6	1.0	4	3	-4	0	0	93	101
O=C(COC(=O)[C@@H]1CC(O)CN1S(=O)(=O)c1ccc2c(c1)OCCO2)Nc1ccccc1F (some centres undefined)	-3	0.7	0	1	-1	-2	3	104	101
CNC(=O)c1c(I)c(C(=O)NCC(=O)Nc2c(I)c(C(=O)O)c(I)c(C(=O)NCCO)c2I)c(I)c(N(C)C(C)=O)c1I	-5	.	-2	-9	2	-2	1	90	93
Cc1cc(O)ccc1N/C=C(\C#N)c1nc2ccccc2o1	11	-3.0	-5	-5	3	4	3	102	102
Cc1ccc(NC(=O)CCNS(=O)(=O)c2cccc3nonc23)cc1Cl	9	0.2	3	1	3	5	0	98	87
CS(=O)(=O)N(CC(=O)NCC1CCCO1)c1cc(Cl)c(Cl)cc1Cl (centres undefined)	-15	3.0	-3	4	4	5	12	102	107
Cc1cc2nnc(SC3CCCCN(C(=O)c4ccc(F)cc4)C3=O)n2c2ccccc12 (centres undefined)	8	-0.4	3	-12	-4	-28	2	99	95
COc1ccc(N2CC(NC(=O)N3CCN(c4ccccc4)CC3)CC2=O)cc1 (centres undefined)	5	-4.0	1	1	1	0	1	100	100
Nc1ccc(Cl)c(NC(=O)c2cccs2)c1	3	3.1	0	-1	2	3	0	96	104
Fc1ccccc1CSc1ncnc2sc3c(c12)CCCC3	-10	-1.8	-5	6	-3	4	3	93	85
Cc1cc(C)nc(SCC(=O)OCC(=O)Nc2nc3ccccc3s2)n1	15	1.4	2	7	10	6	0	92	83
